STK33 inh – inhibitors of human STK33 kinase; purified STK33, MBP phosphorylation, ADP-Glo luminescence; actives 0.073% (n = 320,000); Q9BYT3; AID 2661; inhibition, % at 10 µM;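 active means inhibition at or above 25%, using the most active replicate where run in duplicate; inactive means inhibition below 25%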
Target sequence (Q9BYT3 whole entry, looked up): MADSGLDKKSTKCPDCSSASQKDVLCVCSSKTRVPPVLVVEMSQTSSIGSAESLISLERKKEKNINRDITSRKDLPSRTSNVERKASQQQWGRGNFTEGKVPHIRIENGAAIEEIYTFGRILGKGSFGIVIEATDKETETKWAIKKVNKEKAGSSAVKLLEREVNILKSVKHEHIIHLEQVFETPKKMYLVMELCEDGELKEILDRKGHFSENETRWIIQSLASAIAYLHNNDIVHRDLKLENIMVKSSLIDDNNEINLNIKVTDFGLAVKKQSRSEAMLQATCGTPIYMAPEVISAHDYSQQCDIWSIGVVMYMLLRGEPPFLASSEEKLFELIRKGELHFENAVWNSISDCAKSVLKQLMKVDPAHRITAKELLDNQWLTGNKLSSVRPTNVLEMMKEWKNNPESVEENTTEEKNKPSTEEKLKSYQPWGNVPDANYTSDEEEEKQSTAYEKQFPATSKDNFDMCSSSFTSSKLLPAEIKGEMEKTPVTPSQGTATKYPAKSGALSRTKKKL
Kir21 inh – Kir2.1 (mouse) channel inhibition; HEK293-Kir2.1, FluxOR thallium flux fluorescence; active compounds read low; B-score at 10 µM; P35561; AID 1672; actives 0.85% (n = 310,000);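 active means fluorescence ratio B-score at or below minus 3 SD of library scores, with starting-brightness B-score within 2 SD, cut at about -4.2 in these data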;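 further: channel flux triggered by added potassium and thallium sulfate stimulus; B-score of peak minus minimum fluorescence over baseline after thallium stimulus; more negative B-score means stronger Kir2.1 block with less thallium influx; some compounds called inactive have numbers as strong as hits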
Target sequence (P35561 whole entry, looked up): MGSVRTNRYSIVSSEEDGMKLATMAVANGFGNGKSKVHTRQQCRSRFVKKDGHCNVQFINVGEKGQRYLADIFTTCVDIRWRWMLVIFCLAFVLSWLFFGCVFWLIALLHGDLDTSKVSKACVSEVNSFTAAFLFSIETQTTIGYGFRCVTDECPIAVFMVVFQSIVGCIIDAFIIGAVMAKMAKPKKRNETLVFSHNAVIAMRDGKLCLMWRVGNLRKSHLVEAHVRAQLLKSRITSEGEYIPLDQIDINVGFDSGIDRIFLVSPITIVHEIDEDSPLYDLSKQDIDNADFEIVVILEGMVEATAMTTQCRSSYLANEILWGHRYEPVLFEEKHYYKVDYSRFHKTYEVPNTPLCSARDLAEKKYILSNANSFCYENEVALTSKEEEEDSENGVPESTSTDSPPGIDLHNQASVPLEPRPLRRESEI
Active calls of the source: *.

Results for CN(C)CCCNC(=O)c1ccc(-c2nc(-c3ccc(Cl)cc3)cs2)cc1 ?
STK33 inh: 3.7; Kir21 inh: -4.7*

What do the screens show for `COc1ccc(CC(=O)NC2CCN(CC(=O)N3CCCc4ccccc43)CC2)cc1OC`?
STK33 inh: -1.6; Kir21 inh: 0.05

How did O=C(NC1CCCCC1)c1ccc(Cl)c(NC(=O)c2ccccc2F)c1 do in these assays?
STK33 inh: -0.9; Kir21 inh: 0.95

How did O=C(c1nc2ccccn2c1CNCCCn1nnc2ccccc21)N1CCOCC1 do in these assays?
STK33 inh: -1.4; Kir21 inh: 2.3

Results for CC(NC(=O)c1cccs1)C(c1cccs1)N1CCOCC1 (stereo not drawn) ?
STK33 inh: -3.9; Kir21 inh: 1.5

What do the screens show for `Cc1ccnc(NC(=O)CNC(=O)COc2ccccc2)c1`?
STK33 inh: -1.7; Kir21 inh: -0.45

What do the screens show for `Cc1ccc(C(=O)C(C)OC(=O)CNC(=O)c2ccc(Br)o2)cc1` (stereo not drawn)?
STK33 inh: -0.8; Kir21 inh: -1.8

What do the screens show for `CCOC(=O)CSc1nc2ccccc2c(=O)n1CC1CCCC1`?
STK33 inh: -1.3; Kir21 inh: -1.1

Results for CCOC(=O)C1(CCc2ccccc2)CCN(C(=O)C2=C(C)OCCO2)CC1 ?
STK33 inh: -0.7; Kir21 inh: -2.3

What do the screens show for `COc1ccc(OC)c(NC(=O)NCCc2cccc(Cl)c2)c1`?
STK33 inh: -0.2; Kir21 inh: -0.17

How did CCCCOc1cccc(-c2nnc(NC(=O)CSc3ccc(C)cc3)s2)c1 do in these assays?
Kir21 inh: -0.31

What do the screens show for `CCOC(=O)/C(=N/Nc1ccccc1)N1CCCc2ccccc21`?
STK33 inh: -0.4; Kir21 inh: 0.13

What do the screens show for `CC(=O)N1C(=O)C2(Nc3ccccc3N2)c2ccccc21`?
STK33 inh: 1.3; Kir21 inh: -0.67

How did COc1cccc(/C=C2/Sc3ccc(C(=O)NCCN4CCCCCC4)cc3NC2=O)c1 do in these assays?
STK33 inh: 2.3; Kir21 inh: -0.15

Results for O=C(O)c1n[nH]c2c1CC(C1CCCCC1)CC2 (stereo not drawn) ?
STK33 inh: -1.3

An excerpt from above in order of formula weight, ascending:
Results for O=C(O)c1n[nH]c2c1CC(C1CCCCC1)CC2 (stereo not drawn) ?
STK33 inh: -1.3

What do the screens show for `COc1ccc(OC)c(NC(=O)NCCc2cccc(Cl)c2)c1`?
STK33 inh: -0.2; Kir21 inh: -0.17

What do the screens show for `CCOC(=O)CSc1nc2ccccc2c(=O)n1CC1CCCC1`?
STK33 inh: -1.3; Kir21 inh: -1.1

How did O=C(NC1CCCCC1)c1ccc(Cl)c(NC(=O)c2ccccc2F)c1 do in these assays?
STK33 inh: -0.9; Kir21 inh: 0.95

How did CCCCOc1cccc(-c2nnc(NC(=O)CSc3ccc(C)cc3)s2)c1 do in these assays?
Kir21 inh: -0.31

The listing picks up, repeating the 2 entries before the break.
How did COc1cccc(/C=C2/Sc3ccc(C(=O)NCCN4CCCCCC4)cc3NC2=O)c1 do in these assays?
STK33 inh: 2.3; Kir21 inh: -0.15

Results for O=C(O)c1n[nH]c2c1CC(C1CCCCC1)CC2 (stereo not drawn) ?
STK33 inh: -1.3

How did O=C(CSc1nnc(-c2ccc(Br)cc2)o1)Nc1cccc2ccccc12 do in these assays?
STK33 inh: -1.2; Kir21 inh: 0.01

Results for Cc1cccc(C(=O)N[C@H](C(=O)Nc2ccc(C)c(S(=O)(=O)N3CCOCC3)c2)C(C)C)c1 ?
STK33 inh: -2.4

What do the screens show for `COC(=O)C1=C(C)NC(C)=C(C(=O)OC)C1C1CC=CCC1` (stereo not drawn)?
STK33 inh: -1.4; Kir21 inh: 0

What do the screens show for `COc1ccccc1C(=O)N/C(=C/c1ccccc1)C(=O)NC(CCSC)C(=O)O` (stereo not drawn)?
STK33 inh: -1.1; Kir21 inh: 1.3

How did CCCCCN(C(=O)CCC(=O)OCc1cccc(C)c1)c1c(N)n(CCCC)c(=O)[nH]c1=O do in these assays?
STK33 inh: 1.0; Kir21 inh: -0.51

What do the screens show for `COc1cccc(Oc2cn[nH]c2-c2ccc(OC)cc2O)c1`?
STK33 inh: -1.2; Kir21 inh: -1.5

Results for Cc1cc(N/N=C/c2ccc(O)cc2)c2cccc(C)c2n1 ?
STK33 inh: 3.8; Kir21 inh: 1.6

How did CC(=O)Nc1cccc(C(=O)NCC2(N3CCCCC3)CCCCC2)c1 do in these assays?
STK33 inh: -0.5; Kir21 inh: -1.2

What do the screens show for `Cc1cc(C)cc(NC(=S)N2CCN(c3ncc(C(F)(F)F)cc3Cl)CC2)c1`?
STK33 inh: 0.1; Kir21 inh: -0.31

How did Cn1cccc1C(=O)NCc1ccc(S(N)(=O)=O)cc1 do in these assays?
STK33 inh: -0.5; Kir21 inh: 1.7

How did CCOc1ccc(N(CC(=O)NC2CCCCCC2)S(=O)(=O)c2ccccc2)cc1 do in these assays?
STK33 inh: -1.2; Kir21 inh: 0.85

Results for O=C(Cn1c(-c2cncs2)nc2ccccc21)NCCc1ccccc1 ?
STK33 inh: 6.4; Kir21 inh: -2.4

How did CN(C)C(=O)COC(=O)/C=C/c1ccccc1[N+](=O)[O-] do in these assays?
STK33 inh: 0.1; Kir21 inh: 0.23

Results for CCC(C)(C)C1CCc2c(sc(N)c2C(N)=O)C1 (stereo not drawn) ?
STK33 inh: -0.4; Kir21 inh: -1.4

What do the screens show for `O=C(Cn1ncc2c3ccccc3n(Cc3ccccc3F)c2c1=O)N1CCN(c2ccccn2)CC1`?
STK33 inh: -0.3; Kir21 inh: 1.3

Results for COc1ccccc1C(O)(C(=O)NN(C(=O)c1ccccc1)c1ccccc1C)c1cccs1 (stereo not drawn) ?
STK33 inh: -1.6

How did Cn1nnnc1SCC(=O)Nc1ccc(Br)cc1Br do in these assays?
STK33 inh: 8.0

How did O=C(OCC(=O)N1CCN(Cc2ccccc2)CC1)c1ccc(Cl)cc1 do in these assays?
STK33 inh: 0.4; Kir21 inh: -0.69

What do the screens show for `CCN(CC(=O)Nc1sc2c(c1C#N)CCC(C)C2)Cc1nc2ccccc2c(=O)[nH]1` (stereo not drawn)?
STK33 inh: -1.5; Kir21 inh: -0.14

How did COC(=O)CCCC1=CC2=CC(=O)C(C)(OC(=O)c3cccs3)C(=O)C2=CO1 (stereo not drawn) do in these assays?
STK33 inh: -0.4; Kir21 inh: -1.8

Results for Cc1cc(NC(=O)CSc2nnc(COc3ccccc3)o2)no1 ?
STK33 inh: -0.7; Kir21 inh: 0.09

What do the screens show for `CC(=O)N=c1sccn1CC(O)c1ccc(Br)cc1` (stereo not drawn)?
STK33 inh: 0.1; Kir21 inh: -2.4

Results for CCN(CC)C(=O)C(Oc1ccc(C)nc1[N+](=O)[O-])c1ccccc1 (stereo not drawn) ?
STK33 inh: -1.0; Kir21 inh: 2.2

What do the screens show for `Cc1ccc(-c2nc(N/N=C/c3ccccc3[N+](=O)[O-])c3ccccc3n2)cc1`?
Kir21 inh: 0.15

Results for O=C(O)C1OC2OC3(CCCCC3)OC2C2OC3(CCCCC3)OC12 (stereo not drawn) ?
STK33 inh: -0.8; Kir21 inh: 0.28

Results for Cc1ccc(S(=O)(=O)NNC(=O)c2cccnc2)cc1 ?
STK33 inh: -0.5; Kir21 inh: -0.88

What do the screens show for `Cc1ccc(N2CN(CCc3ccccc3)CNC2=S)cc1`?
STK33 inh: -1.1; Kir21 inh: 1.4

What do the screens show for `O=C(CN1CCN(S(=O)(=O)c2ccc(Cl)cc2)CC1)NC1CC1`?
STK33 inh: 6.7; Kir21 inh: 0.08

How did O=C(/C=C/c1ccco1)N1CCN(c2ncccn2)CC1 do in these assays?
STK33 inh: -0.3; Kir21 inh: 1.2

What do the screens show for `Cc1[nH]c(C)c(S(=O)(=O)NCCc2ccccc2)c1C(=O)N1CCCC1`?
STK33 inh: -1.4; Kir21 inh: -0.83

Results for COC(=O)c1ccc(CSc2nnnn2-c2ccccc2)o1 ?
STK33 inh: -0.1; Kir21 inh: -0.03

How did C#CCOCCOCCOCCNc1nc(N2CCN(C(=O)CCCCCCCCCCNC(=O)Cn3cc(C[C@@H](C)O)nn3)CC2)nc(N2CCN(C(=O)CCCCCCCCCCNC(=O)[C@H](CCCCN)n3cc(CCCC(=O)O)nn3)CC2)n1 do in these assays?
STK33 inh: -1.0

How did O=C1N/C(=C\c2ccc(O)cc2)C(O)=C1C=NCc1ccccc1 do in these assays?
STK33 inh: 6.8; Kir21 inh: -0.79

Results for COc1ccc(COCC(O)CN(Cc2ccco2)Cc2ccccc2O)cc1 (stereo not drawn) ?
STK33 inh: -2.2; Kir21 inh: -6.7*

Results for CC1(C)Cc2nc3oc4c(N(CCO)Cc5ccccc5)ncnc4c3cc2CO1 ?
STK33 inh: -0.4; Kir21 inh: 1.1

What do the screens show for `COc1ccc(OC)c(NC(=S)NCCSc2ccc(C)cc2)c1`?
STK33 inh: -4.8; Kir21 inh: -1.4

How did CO/N=C(/CS(=O)(=O)Cc1ccccc1Cl)c1ccc(Cl)cc1Cl do in these assays?
STK33 inh: -2.2; Kir21 inh: 0.52

How did Cc1ccc(C(=O)OCc2nc(N)nc(Nc3ccccc3C)n2)cc1 do in these assays?
STK33 inh: 0.2; Kir21 inh: 0.03

How did CCCCn1c(N)c(N(CCC(C)C)C(=O)C2CC(=O)N(CCc3ccc(OC)c(OC)c3)C2)c(=O)[nH]c1=O (stereo not drawn) do in these assays?
STK33 inh: -0.2; Kir21 inh: 0.27

How did COc1ccc(N2CCN(C(=O)CN3CCN(c4nc(-c5ccc(F)cc5)cs4)CC3)CC2)cc1 do in these assays?
STK33 inh: 0.2; Kir21 inh: 1.8

How did CCOC(=O)CC(=O)CSc1ncc(C(=O)OCC)c(N)n1 do in these assays?
STK33 inh: 0.6; Kir21 inh: 0.9

What do the screens show for `O=C(Nc1cccc(C(F)(F)F)c1)C1=CC=CN2CCS(=O)(=O)N=C12`?
STK33 inh: 0.6

How did O=C(NCCCCCCNC(=O)c1ccc(Br)s1)c1ccc(Br)s1 do in these assays?
STK33 inh: -0.6; Kir21 inh: 0.93

How did C=CCc1cccc(CNc2cnc3ccccc3c2)c1O do in these assays?
STK33 inh: 0.4; Kir21 inh: 0.49

What do the screens show for `CS(=O)(=O)Nc1ccccc1C(=O)OCC(=O)NCc1cccs1`?
STK33 inh: -1.6

Results for COc1cccc(NC(=O)C2CCCN2C(=O)Nc2ccccc2)c1 (stereo not drawn) ?
STK33 inh: -0.9; Kir21 inh: -0.12

What do the screens show for `Cc1ccccc1C(=O)NC1CCN(C(=O)N(c2ccccc2)c2ccccc2)CC1`?
STK33 inh: -2.4; Kir21 inh: -0.64

What do the screens show for `Cc1ccc(C(=O)Nn2c(O)c(C=C3N=c4ccccc4=N3)sc2=S)cc1`?
STK33 inh: 0.1; Kir21 inh: 0.04

How did CCN1CCN(c2ccc(NC(=O)c3cccc(F)c3)cc2Cl)CC1 do in these assays?
STK33 inh: 1.3; Kir21 inh: -0.45

What do the screens show for `O=C1C=C(c2ccc3ccccc3c2)C[C@@H](c2ccc(Cl)cc2)C1`?
STK33 inh: -1.7

What do the screens show for `COc1ccc(S(=O)(=O)n2nc(OC(=O)c3ccccc3)cc2N)cc1`?
STK33 inh: -5.7; Kir21 inh: 0.11

How did Cc1ccc2nc3c(c(C(=O)OCC(=O)NC4CCS(=O)(=O)C4)c2c1)CCCC3 (stereo not drawn) do in these assays?
STK33 inh: 3.5; Kir21 inh: 0.28

What do the screens show for `O=C(CSc1nc2ccc(Nc3nc(N4CCOCC4)nc(N4CCOCC4)n3)cc2s1)Nc1ccccc1Cl`?
STK33 inh: 0.2; Kir21 inh: -0.07

How did Cc1nnc(SCC(=O)NCC2CCCO2)n1Cc1ccccc1 (stereo not drawn) do in these assays?
STK33 inh: -1.1

Results for Cc1cc(NCCOCCO)n2ncc(-c3ccc(Cl)cc3)c2n1 ?
STK33 inh: 8.7; Kir21 inh: -0.83

Results for CC(C)(C)CN1C(N)=NC[C@@H]1c1ccccc1 ?
STK33 inh: -0.4; Kir21 inh: 0.2

How did OC1(CN2CCOCC2)C2CN3CCN(C2)CC1(c1ccccc1)C3 (stereo not drawn) do in these assays?
STK33 inh: -0.1; Kir21 inh: 0.92

How did COc1ccc(-c2c(C)n([O-])c(C)c(C)[n+]2=O)cc1 do in these assays?
STK33 inh: -3.8; Kir21 inh: -1.5

How did CN(C)CCCNc1oc(-c2ccccc2Cl)nc1S(=O)(=O)c1ccccc1 do in these assays?
STK33 inh: -1.1

How did CCOc1ccc(CN(C)CC(=O)NCc2ccccc2Cl)cc1 do in these assays?
STK33 inh: 0.5; Kir21 inh: -1

Results for COc1ccc(OC)c(NC(=O)CCNC(=O)c2ccco2)c1 ?
STK33 inh: 1.0; Kir21 inh: -0.27

How did CC(C)Oc1cccc(C(=O)Nc2ccc(N3CCN(S(C)(=O)=O)CC3)cc2)c1 do in these assays?
STK33 inh: -1.2; Kir21 inh: 0.27

Pulled one by one from the entries so far:
How did CC(=O)Nc1cccc(C(=O)NCC2(N3CCCCC3)CCCCC2)c1 do in these assays?
STK33 inh: -0.5; Kir21 inh: -1.2

What do the screens show for `Cc1ccccc1C(=O)NC1CCN(C(=O)N(c2ccccc2)c2ccccc2)CC1`?
STK33 inh: -2.4; Kir21 inh: -0.64

What do the screens show for `Cc1[nH]c(C)c(S(=O)(=O)NCCc2ccccc2)c1C(=O)N1CCCC1`?
STK33 inh: -1.4; Kir21 inh: -0.83

How did CCCCn1c(N)c(N(CCC(C)C)C(=O)C2CC(=O)N(CCc3ccc(OC)c(OC)c3)C2)c(=O)[nH]c1=O (stereo not drawn) do in these assays?
STK33 inh: -0.2; Kir21 inh: 0.27

How did Cn1cccc1C(=O)NCc1ccc(S(N)(=O)=O)cc1 do in these assays?
STK33 inh: -0.5; Kir21 inh: 1.7

How did CCOc1ccc(CN(C)CC(=O)NCc2ccccc2Cl)cc1 do in these assays?
STK33 inh: 0.5; Kir21 inh: -1
